NCI-60 one-dose screen, 48 h, at 10 µM unless noted. Numbers give growth in % (100 = growth as untreated, 0 = no growth, -100 = all killed).
SK-MEL-28: SK-MEL-28 melanoma; hit rate 4.1% among 81,000
SK-MEL-5: SK-MEL-5 melanoma. AID 1794755. hit rate 6.4% among 80,000
A549/ATCC: A549/ATCC NSCLC; hit rate 3.7% among 81,000; AID 1794740
HOP-62: HOP-62 NSCLC; hit rate 3.9% among 80,000
CCRF-CEM: CCRF-CEM leukemia; hit rate 7% among 77,000; AID 1794778
M14: M14 melanoma | hit rate 6.2% among 80,000 | AID 1794745
HOP-92: HOP-92 NSCLC cells; hit rate 6.3% among 71,000; AID 1794738
EKVX: EKVX NSCLC; hit rate 3% among 71,000
The depositor's hits bear a star; · = no result given. How the source made its calls: active means growth percent below 10; inactive means the rest.

SMILES	SK-MEL-28	SK-MEL-5	A549/ATCC	HOP-62	CCRF-CEM	M14	HOP-92	EKVX
CCCn1cc2c(=O)nc3sc(Cc4ccc(F)cc4)c(C)n3c2n1	139	103	91	96	91	118	83	100
CC(=O)C1C2(O)OC(=O)CC2=C2C(=O)OC(=O)C2C1(C)O (stereo unspecified)	106	98	92	98	104	105	89	111
Cc1nc2sc(C(=O)Nc3ccc(S(=O)(=O)Nc4ncccn4)cc3)c(N)c2c(C)c1Br	108	107	93	103	113	103	133	98
CCC(C)(C)C1CCCCC1OC(C)=O (stereo unspecified)	111	108	94	101	120	106	99	106
Cc1ccc(S(=O)(=O)OCCN(CCOS(=O)(=O)c2ccc(C)cc2)c2ccc(F)cc2)cc1	101	98	90	109	92	96	61	·
O=C(N/N=C/c1ccc2c(c1)CCN2)c1cccs1	107	84	94	97	98	113	98	103
COc1cc(CNC(=O)/C=C/C=C/c2ccc3c(c2)OCO3)ccc1OCC(=O)NO	104	99	101	104	100	101	102	97
COC(=O)C1=C(C(=O)OC)C(C(=O)OC)N2C=CC=CC2=C1C(=O)OC (stereo unspecified)	110	101	101	97	·	105	97	·
COc1cccc(-c2cc3c(O)cc(C#N)cc3[nH]2)c1	98	82	95	108	·	87	113	78
C=C(C)C1CC[C@]2(C(=O)NCCN(CCN)CCN)CC[C@]3(C)C(=CC[C@@H]4[C@@]5(C)C[C@@H](CC#CC#CC[C@@H]6C[C@]7(C)[C@H]8CC=C9[C@H]%10[C@H](C(=C)C)CC[C@]%10(C(=O)NCCN(CCN)CCN)CC[C@@]9(C)[C@]8(C)CC[C@H]7C(C)(C)[C@H]6OC(C)=O)[C@H](OC(C)=O)C(C)(C)[C@@H]5CC[C@]43C)[C@@H]12 (stereo partly specified)	128	103	100	106	98	103	89	94
COc1cc(Cn2c(SCC(=O)Nc3ccc(S(N)(=O)=O)cc3)nc3ccccc3c2=O)cc(OC)c1OC	96	93	95	91	93	95	66	·
CCc1c2ccccc2c(CC)c2ccccc12	106	99	81	83	89	93	88	95
O=[N+]([O-])c1cc(S(=O)(=O)c2ccc(F)c([N+](=O)[O-])c2)ccc1F	110	106	102	121	46	82	89	117
c1ccc2c(c1)CCCN2c1nc(N2CCCC2)nc(N2CCOCC2)n1	103	98	98	96	93	100	102	·
CN(C)c1ccc(NC(=O)Cc2ccc(/C=C/C(=O)c3ccccc3O)cc2)cc1	100	74	77	100	50	97	86	90
NC(=O)N/C=C1\CCCOC1=O	102	·	103	99	105	108	·	140
CC(=O)c1nn(-c2ccccc2)/c(=N\N=C\c2coc3ccc(F)cc3c2=O)s1	111	98	109	86	97	94	91	82
O=C(Nc1cc(C(F)(F)F)cc(C(F)(F)F)c1)Nc1cc2ccccc2cc1C(=O)O	112	98	116	100	98	102	87	96
O=C(Nc1cccc(-c2nc3ccccc3c(=O)[nH]2)c1)c1c[nH]c2ccccc12	114	93	78	86	98	95	80	77
CCN(CC)C(=O)c1nnn(-c2ccc(N)cc2)c1C	111	101	83	92	101	102	88	96
CCOC(=O)c1cc(C)n(-c2ccc(C(=O)O)cc2)c1C	127	92	91	88	92	90	100	118
CCCCCCNC(=O)/C(=C/c1ccc(OC)cc1)NC(=O)c1ccccc1	106	97	75	93	93	95	87	103
Cc1cccc(N)c1O	112	96	103	100	109	99	98	82
CCCCCCNC(=O)Oc1ccc(/C(=C(/CC)Cc2ccccc2)c2ccc(OCCN(CC)CC)cc2)cc1	81	51	56	89	45	39	42	81

Laid out differently: entries from further up
structure | SK-MEL-28 | SK-MEL-5 | A549/ATCC | HOP-62 | CCRF-CEM | M14 | HOP-92 | EKVX
O=[N+]([O-])c1cc(S(=O)(=O)c2ccc(F)c([N+](=O)[O-])c2)ccc1F | 110 | 106 | 102 | 121 | 46 | 82 | 89 | 117
c1ccc2c(c1)CCCN2c1nc(N2CCCC2)nc(N2CCOCC2)n1 | 103 | 98 | 98 | 96 | 93 | 100 | 102 | ·
CN(C)c1ccc(NC(=O)Cc2ccc(/C=C/C(=O)c3ccccc3O)cc2)cc1 | 100 | 74 | 77 | 100 | 50 | 97 | 86 | 90

The listing continues:
SMILES	SK-MEL-28	SK-MEL-5	A549/ATCC	HOP-62	CCRF-CEM	M14	HOP-92	EKVX
CC12c3ccccc3C(C)(c3ccccc31)C(NS(=O)(=O)c1ccc(Cl)cc1)C2O (stereo unspecified)	106	98	81	103	85	94	75	77
CCCn1cc(/C=N\N=C2\C(=O)Nc3ccc([N+](=O)[O-])cc32)c2ccccc21	104	100	88	100	94	99	89	102
Fc1ccc(Cc2ccc(F)cc2)cc1	105	101	103	106	107	106	100	105
C1CCCc2c(-c3n[nH]c4c3CCCCCC4)n[nH]c2CC1	97	91	98	99	51	101	90	76
CCOC(=O)CC1C(COC(=O)NC)OC(n2cnc3c(N)ncnc32)C1O[Si](C)(C)C(C)(C)C (stereo unspecified)	106	68	92	74	98	100	95	83
CCCCCCCCCCCCCCCC(=O)OC[C@H](CSC[C@H](N)C(=O)N[C@@H](CO)C(=O)OC)OC(=O)CCCCCCCCCCCCCCC	102	101	107	91	91	93	88	97
O=c1cc(CNc2cc(F)cc(F)c2)c2ccc(I)cc2[nH]1	64	18	39	38	15	20	54	44
O=C1C2C3C=CC(C3)C2C(=O)N1c1ncc([N+](=O)[O-])s1 (stereo unspecified)	107	104	105	108	97	113	102	97
CCOC(=O)C1=C(N)Oc2c(sc3c(F)cccc23)C1c1ccc([N+](=O)[O-])cc1 (stereo unspecified)	103	89	98	100	122	92	96	99
CCOC(=S)SCc1cc(=O)oc2ccc(OC)cc12	108	95	99	96	78	82	93	101
N#CCc1nc2ccccc2s1	101	94	89	106	104	91	71	106
CCCCCCN1C(=O)CN=C1Nc1ccc2cc3ccc(NC4=NCC(=O)N4CCCCCC)cc3nc2c1	86	83	74	82	12	68	83	57
Cc1ccc(S(=O)(=O)NCCNc2nccc(-c3c(-c4cccc(F)c4)nc4occn34)n2)cc1	102	55	55	93	59	82	68	80
COc1cc2nccc(Oc3ccc(NC(=O)C4(C(=O)Nc5ccc(F)cc5)CC4)cc3)c2cc1OC(=O)c1ccc([N+](=O)[O-])cc1	·	89	100	89	86	94	33	81
CC(=O)CC(=O)OCC1COCO1 (stereo unspecified)	105	113	99	115	107	101	92	108
CCOC(=O)c1cc(C(=O)c2ccc(OC)c(OC)c2)n2cnc(-c3ccc(Cl)cc3)cc12	97	93	85	83	99	90	86	91
Cc1c/c(=N\NC(=O)Nc2ccccc2Cl)oc2cc(O)ccc12	111	105	89	93	99	100	97	100
CNNC(=O)C(O)C(C)(C)CO (stereo unspecified)	107	102	106	103	109	104	115	96
OCC1COC(c2ccccc2)=N1 (stereo unspecified)	111	107	101	94	·	·	·	·
Cc1ccc([N+](=O)[O-])c(N)c1	105	104	101	85	100	101	92	96
O=C(OCCO)c1ccccc1O	165	107	95	92	98	100	96	102
COc1ccc(S(=O)(=O)n2ccc(-c3ccc(OC(C)C)cc3)n2)cc1	95	92	86	126	73	85	76	·
CCOC(=O)c1ccc(NC(=O)c2cn(-c3ccccc3)nc2-c2ccncc2)cc1	119	89	101	109	·	106	91	·
O=C(Oc1ccccc1-c1ccccc1)c1ccccc1C(=O)c1ccccc1	120	94	89	111	80	94	62	93

Taken from the results shown (2 entries):
SMILES	SK-MEL-28	SK-MEL-5	A549/ATCC	HOP-62	CCRF-CEM	M14	HOP-92	EKVX
Cc1ccc(S(=O)(=O)NCCNc2nccc(-c3c(-c4cccc(F)c4)nc4occn34)n2)cc1	102	55	55	93	59	82	68	80
COc1cc2nccc(Oc3ccc(NC(=O)C4(C(=O)Nc5ccc(F)cc5)CC4)cc3)c2cc1OC(=O)c1ccc([N+](=O)[O-])cc1	·	89	100	89	86	94	33	81

New compounds follow:
SMILES	SK-MEL-28	SK-MEL-5	A549/ATCC	HOP-62	CCRF-CEM	M14	HOP-92	EKVX
COc1ccc2cc(-c3ccnc4c(N=Nc5ccc(C)cc5)c(N)nn34)ccc2c1	119	97	88	94	88	98	92	104
Nc1nn2c(-c3ccc(Br)cc3)ccnc2c1N=Nc1ccc(S(N)(=O)=O)cc1	108	98	98	94	·	101	83	103
C[N+](C)(C)CC(=O)N/N=C1/c2ccccc2NC1O (stereo unspecified)	113	107	113	95	103	98	82	105
N#CCCOCNC(=O)NCOCCC#N	111	108	89	108	104	101	83	114
O=C1c2ccccc2C(=O)N1c1ccccc1[N+](=O)[O-]	109	120	107	97	87	104	99	105
COc1ccc(-c2nnc(SCC(=O)c3ccccc3)o2)cc1	106	93	98	85	59	101	89	98
CCc1ccccc1Cc1ccccc1	114	107	88	101	·	98	103	104
O=C(c1nc(=S)[nH][nH]1)c1cnc2n(c1=O)CCCCC2	112	96	100	104	107	107	104	97
COc1ccc2c(c1)c(-c1nc(-c3ccc4ccccc4c3)cs1)cn2C	90	94	83	90	89	97	93	86
CC(=O)O[C@H]1CC[C@@]2(C)C(=CC[C@@H]3[C@@H]2CC[C@]2(C)C(Cl)=C(c4nc5ccc(Cl)cn5c4NC(C)(C)C)C[C@@H]32)C1	94	95	90	91	92	93	16	88
C/C=C/C(=O)OC(=O)/C=C/C	105	109	79	101	94	106	82	102
Oc1cccc(-c2nc(-c3nn(CN4CCOCC4)c(=S)o3)cc3c2[nH]c2ccccc23)c1	104	97	93	89	100	96	114	101

Random excerpt: 5 compounds from above
SMILES	SK-MEL-28	SK-MEL-5	A549/ATCC	HOP-62	CCRF-CEM	M14	HOP-92	EKVX
Oc1cccc(-c2nc(-c3nn(CN4CCOCC4)c(=S)o3)cc3c2[nH]c2ccccc23)c1	104	97	93	89	100	96	114	101
N#CCCOCNC(=O)NCOCCC#N	111	108	89	108	104	101	83	114
CC(=O)O[C@H]1CC[C@@]2(C)C(=CC[C@@H]3[C@@H]2CC[C@]2(C)C(Cl)=C(c4nc5ccc(Cl)cn5c4NC(C)(C)C)C[C@@H]32)C1	94	95	90	91	92	93	16	88
COc1ccc2c(c1)c(-c1nc(-c3ccc4ccccc4c3)cs1)cn2C	90	94	83	90	89	97	93	86
O=C(c1nc(=S)[nH][nH]1)c1cnc2n(c1=O)CCCCC2	112	96	100	104	107	107	104	97

Continued.
SMILES	SK-MEL-28	SK-MEL-5	A549/ATCC	HOP-62	CCRF-CEM	M14	HOP-92	EKVX
N#CN=C(N)c1ccccc1	114	99	104	100	99	95	88	76
O=c1[nH]c(=O)c2cc(Sc3ccc(F)cc3)ccc2[nH]1	102	102	110	99	89	100	·	99
O=Cc1ccc([N+](=O)[O-])[nH]1	101	101	98	104	109	93	79	99
CCN(CC)C(=O)COc1ccc(C=C2C(=O)NC(=S)NC2=O)cc1	106	100	99	95	106	113	100	92
COc1ccc(-c2cc(C(=O)OCCO)c(C)n2-c2ccc(Cl)cc2)cc1	96	79	86	108	98	92	101	76
CC(=O)/C(=C/n1c(=S)[nH]c2ccccc21)C(=O)Nc1ccc([N+](=O)[O-])cc1	95	97	99	94	·	99	·	101
Cc1ccc(/C=C/c2c3c(nc4ccccc24)CCCC3=O)cc1	93	87	70	104	89	96	84	87
CC(C)NC(=O)OCc1c(COC(=O)NC(C)C)c(-c2ccc(Cl)c(Cl)c2)n2c1CS(=O)(=O)C2	101	93	83	81	109	97	78	80
COc1ccc(-c2nn(-c3cccc(Cl)c3)cc2/C=C/C(=O)c2ccccc2)cc1	119	92	98	·	100	93	102	93
O=C1/C(=C\c2ccc(Cl)cc2)CN(C(=O)c2ccccc2)C/C1=C\c1ccc(Cl)cc1	60	67	22	23	11	2.0*	·	·
COc1nnc2c3cc(Br)cc(Br)c3n(C)c2n1	125	·	109	99	99	101	·	·
CN1CCN(CC(=O)Nc2cccc(-n3cc(-c4ccncc4)c(-c4ccc(Cl)c(O)c4)n3)c2)CC1	61	27	29	59	24	8.1*	15	64
OC(c1ccccc1)c1nn(CN2CCOCC2)c(=S)n1-c1ccc(F)cc1 (stereo unspecified)	111	108	101	98	108	91	80	101
c1ccc(CCn2cccc2)nc1	118	109	109	98	105	106	·	107

Screening data (PubChem)
